KB-V1 MDR tox: kills drug-selected multidrug resistant KB-V1 cells | KB-V1 MDR cells viability, CellTiter-Glo, 72 h | Potency, µM (highest dose often 46.1 µM), for the others: top-dose activity change, negative = cytotoxicity, hits mostly cytotoxic | 400,000 tested, 3.4% active | AID 1347076; also: potency is read from the fitted curve at half-maximal effect; % is scaled to controls: 0 for no effect and ±100 for the full control effect; nearly all actives have a fitted effect of over 60% in size
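Cytotoxicity via CellTiter-Glo luminescence after 72 h compound exposure at 37 degrees C. Cells: drug-selected KB-V1 line, DMEM phenol-red free plus 10% FBS. Compounds tested at multiple concentrations; normalized data fitted to concentration-effect curves.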
PTHR1 agonist: agonists of human PTHR1 parathyroid hormone receptor; Q03431; HEK293 GP2 PTHR1 cells, GloSensor cAMP luminescence, 1 h; Potency, µM (doses to about 115 µM), inactives show at the highest dose activation, most hits filed as activators; 410,000 tested, 0.075% active; AID 743266; also: potency is read from the fitted curve at half-maximal effect; nearly all actives have a fitted effect of over 55% in size; some results filed as inactive show a strong effect at the top dose; inactives centre near -15; many of its hits are not listed in these tables
Target sequence (Q03431 whole entry, looked up): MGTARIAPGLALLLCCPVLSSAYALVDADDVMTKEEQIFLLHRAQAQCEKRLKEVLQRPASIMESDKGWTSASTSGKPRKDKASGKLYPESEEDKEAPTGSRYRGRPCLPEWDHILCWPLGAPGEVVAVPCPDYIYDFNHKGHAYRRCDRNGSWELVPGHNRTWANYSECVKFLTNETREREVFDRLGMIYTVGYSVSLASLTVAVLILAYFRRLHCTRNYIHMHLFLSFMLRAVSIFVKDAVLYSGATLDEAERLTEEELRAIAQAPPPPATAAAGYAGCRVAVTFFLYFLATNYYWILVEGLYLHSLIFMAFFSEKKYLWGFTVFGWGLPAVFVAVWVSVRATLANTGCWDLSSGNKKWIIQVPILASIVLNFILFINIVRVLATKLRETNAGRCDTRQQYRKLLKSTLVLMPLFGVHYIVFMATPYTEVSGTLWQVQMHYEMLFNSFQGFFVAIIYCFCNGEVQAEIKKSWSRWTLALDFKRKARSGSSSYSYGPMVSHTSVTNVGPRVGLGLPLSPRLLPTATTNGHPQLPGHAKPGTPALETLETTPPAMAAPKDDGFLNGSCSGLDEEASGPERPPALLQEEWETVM
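HEK-293-derived GP2 cells expressing PTHR1 and a GloSensor cAMP reporter, 3,000/well, plated overnight, given luciferin plus IBMX (each 0.5 mM as added) for 1 h at 37 °C, then compound for 1 h at 37 °C. Luminescence was read after 15 min at room temperature.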
aSyn yeast inh: alpha-synuclein toxicity inhibition in yeast | Yeast expressing alpha-synuclein, growth rescue, BacTiter-Glo, 24 h | Potency, µM (doses to about 46.1 µM), for the others: at the top dose growth rescue (activation), hits mostly activators | 370,000 tested, 0.14% active | AID 652106; also: potency is read from the fitted curve at half-maximal effect; % of control where 0% means no effect; nearly all actives have a fitted effect of over 65% in size
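Screening used galactose-induced yeast with toxic alpha-synuclein levels, exposed to compound for 24 hr at 30 deg C. Cell growth, read with BacTiter-Glo luminescence, gave the measured signal.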
HEK293 tox: cytotoxicity counter-screen for GLP-1 receptor inverse agonists. HEK293 cAMP-luciferase reporter cells, luminescence, 24 h. Potency, µM (top dose mostly 38.3 µM), inactives show at the highest dose activity change, negative = inhibition, most hits filed as inhibitors. 410,000 tested, 0.13% active;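 also: loss of luciferase light is scored as toxicity; potency is read from the fitted curve at half-maximal effect; % is scaled to controls: 0 for no effect and ±100 for the full control effect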
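Compound-treated cells are incubated 24 hr at 37 deg C under 5% CO2 after a 12 hour attachment period, then luciferase detection reagent is added and luminescence is measured following 12 min at room temperature; lowered signal indicates toxicity.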
DRD3 agonist: D3 dopamine receptor (human) agonism; P35462; D3R DiscoveRx beta-arrestin cells, luminescence, 90 min; max activation, %; 410,000 tested, 0.58% active; AID 652048; in the data active = max activation above about 30%; also: 0% is about no effect; mostly tested at two doses, the higher about 12 µM
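Agonist mode: compounds and dopamine controls were applied to plated cells for 90 min at 37 degrees C after an overnight attachment at 1500 cells/well. Luminescent read-out followed 30 - 60 minutes at room temperature with DiscoveRx detection reagent.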
GLP-1R agonist: agonists of human GLP-1 receptor; P43220; HEK293 GLP-1R CRE-luciferase, luminescence, 4-6 h; cells express a hypersensitive GLP-1R form; Potency, µM (highest dose often 45.6 µM), for the others: at the top dose activation, usual class: activators; 380,000 tested, 0.007% active; AID 624172; also: potency is read from the fitted curve at half-maximal effect; % of control where 0% means no effect
Target sequence (P43220 whole entry, looked up): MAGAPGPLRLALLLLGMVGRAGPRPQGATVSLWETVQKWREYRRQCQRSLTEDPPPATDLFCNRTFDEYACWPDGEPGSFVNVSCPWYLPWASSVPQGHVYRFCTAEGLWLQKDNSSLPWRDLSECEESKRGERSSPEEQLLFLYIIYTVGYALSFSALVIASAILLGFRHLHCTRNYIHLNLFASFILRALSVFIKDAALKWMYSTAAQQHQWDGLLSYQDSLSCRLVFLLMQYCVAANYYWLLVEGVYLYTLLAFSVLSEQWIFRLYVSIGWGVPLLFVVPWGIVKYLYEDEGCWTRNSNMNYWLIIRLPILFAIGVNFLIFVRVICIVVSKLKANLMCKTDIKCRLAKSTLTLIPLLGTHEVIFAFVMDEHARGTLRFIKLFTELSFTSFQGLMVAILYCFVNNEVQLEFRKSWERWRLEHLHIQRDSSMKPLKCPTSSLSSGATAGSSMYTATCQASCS
GLP-1R inv ag: GLP-1 receptor (human) inverse agonism; P43220; HEK293 GLP-1R CRE-luciferase, luminescence, 24 h; GLP-1R form is constitutively active; Potency, µM (top dose mostly 38.3 µM), inactives show top-dose activity change, negative = inhibition, usual class: inhibitors; 410,000 tested, 1.6% active; AID 624417; also: potency is read from the fitted curve at half-maximal effect; % is scaled to controls: 0 for no effect and ±100 for the full control effect; nearly all actives have a fitted effect of over 55% in size
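Constitutively active GLP-1R drives a cAMP-responsive luciferase in stably transfected HEK293 cells; test compounds are added after overnight (12 h) attachment and left 24 hr, and signal loss in luminescence marks inhibition.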
TDP-43 yeast inh: inhibitors of TDP-43 toxicity in yeast; Potency, µM (series often up to 46.1 µM), without a hit: top-dose growth rescue (activation), actives largely listed as activators; AID 652104; 410,000 tested, 1.8% active; TDP-43 expressing yeast growth rescue, BacTiter-Glo, 24 h; also: potency is read from the fitted curve at half-maximal effect; % of control where 0% means no effect; nearly all actives have a fitted effect of over 50% in size
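Yeast cells expressing TDP-43 under galactose induction are exposed to compounds for 24 hr at 30 deg C. BacTiter-Glo luminescence measures growth, so protective compounds score as activators.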
D3 antag: blocks the human D3 dopamine receptor; D3R cells, DiscoveRx beta-arrestin luminescence, antagonist mode; stronger effect = lower value; max response, negative = inhibition, %; 360,000 tested, 2.5% active; AID 652054; in the data active = max response below about -50%; inconclusive = no clear call, values can overlap the other calls; also: % is scaled to controls: 0 for no effect and ±100 for the full control effect; mostly tested at two doses, the higher about 12 µM
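Cells expressing the human receptor were seeded at 1500 cells/well, incubated overnight at 37 degrees C in 5% CO2, then exposed to library compounds with dopamine controls for 90 minutes at 37 degrees C before luminescent detection.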
Active calls of the source: *; i = inactive; ? = inconclusive; . = not tested or not shown; & = joins results of further samples; [ ] = remark or other dose. Unless noted, calls follow the shape of the dose curve; as a rule, active = well fitted curve in the direction sought with a large enough effect; inconclusive = small, poorly fitted or top-dose-only effect, or another doubt; inactive = no such curve, though single readings can be large; an effect the other way counts as inactive or inconclusive.

SMILES	KB-V1 MDR tox	PTHR1 agonist	aSyn yeast inh	HEK293 tox	DRD3 agonist	GLP-1R agonist	GLP-1R inv ag	TDP-43 yeast inh	D3 antag
COc1ccc(OC)c(C(=O)NC(CC(N)=O)c2ccc(N3CCN(c4ccccn4)CC3)c([N+](=O)[O-])c2)c1 (stereo unspecified)	-3%	-11%	-1%	-10%	4	1%	35%[activator]	-2%	-15
CN(C(=O)c1ccc(NC(=O)Cc2ccc(NC(=O)C3CCCN(C(=O)C4CCCC4)C3)cc2)cc1)C1CCCC1 (stereo unspecified)	-2%	i	0%	10%	3	2%	6%	17%	9
Cc1ccc(/C(N)=N/OC(=O)c2cccs2)cc1	1%	-6%	-59%[inhibitor]	?	-14	3%	8%	?	?
CCOC(=O)c1[nH]c(C)c(C(=O)NCc2ccco2)c1C	14%	-13%	-5%	-24%	-1	2%	-4%	2%	-21
COc1ccc(S(=O)(=O)NCCOc2ccccc2)cc1-n1cnnn1	-3%	i	-1%	13%	4	0%	2%	0%	14
Cc1nnc(SCC(=O)NNC(=O)C(C)C)[nH]c1=O	-9%	-4%	0%	-3%	1	-9%	3%	9%	2
CC1CCN(c2c(NCc3ccc(C(=O)N4CCN(C5CCCCC5)CC4)cc3)c(=O)c2=O)CC1	10%	i	-5%	-17%	-9	9%	2%	11%	-16
Cc1ccc(N=C2NC(=O)CS2)cc1C	9.2µM*	i	3%	2%	-14	8%	17%	-17%	-10
CC(C)c1nc2oc3ccccc3c(=O)c2c(=O)n1-c1ccccc1	?	-7%[57.5 µM]	3%	1%	14	0%	1%	-30%[inhibitor]	13
O=C(c1ccccc1)C(Nc1ccccn1)c1ccccc1 (stereo unspecified)	2%	i	-3%	9%	-5	10%	?	-11%	-3
Cc1ccc(S(=O)(=O)Nc2cccc(C(=O)NCC(c3ccco3)N(C)C)c2)cc1F (stereo unspecified)	-28%	-5%	1%	-14%	-6	-22%	-17%	21%	4
CCCCCCCCCCCCCCCC(=O)OC/C=C(C)/C=C/C=C(C)/C=C/C1=C(C)CCCC1(C)C	3%	-9%	-2%	-1%	-1&0	-2%&7%	-4%	-7%	8
CCC(=O)N1CCc2cc(S(=O)(=O)CCC(=O)N3CCN(c4ccc(F)cc4)CC3)ccc21	-15%	-22%	0%	-11%	4	-4%	9%	-8%	-4
CCOC(=O)Cc1csc(NC(=O)/C=C/c2ccccc2Cl)n1	-39%	-58%[inhibitor]	-14%	-14%	0	12%	?	0%	-6
COc1cccc(C(=O)NN2CC(O)=C(c3nc(C)cs3)C2=N)c1	12%	i	5%	-9%	11	0%	-24%	-4%	26
Cc1ccccc1CNC(=O)c1cc2cccc3c2n1CC(C)S3 (stereo unspecified)	-12%	i	.	0%	-6	.	10µM*	15%	.
Cc1ccc2cc(CCNS(=O)(=O)c3ccc(F)cc3)c(=O)[nH]c2c1C	-12%	i	0%	0%	9	-3%	5%	-10%	-10
COc1ccc(Cl)cc1NC(=O)Cn1c(=O)n(CCC(=O)NCc2ccc3c(c2)OCO3)c(=O)c2ccccc21	11%	i	.	4%	7	0%	-4%	10%	.
CC(C)Nc1nc(Cl)nc(NCCOc2ccccc2)n1	?	i	5%	0%	0	?	?	?	18
Cc1ccccc1/C=C\c1nc(O)c([N+](=O)[O-])c(=O)[nH]1	?	i	-1%	-1%	-2	-5%	7%	12%	7
CCOC(=O)COc1ccc(Br)cc1/C=C\c1[nH]c(=O)[nH]c(=O)c1[N+](=O)[O-]	5%	-26%	-2%	-34%	1	-5%	?	-13%	15
CCCC(C)C(=O)Nc1ccc(S(=O)(=O)Nc2nccc(C)n2)cc1 (stereo unspecified)	10%	-19%	-8%	3%	10	0%	6%	-18%	-1
CCN(CC)CCNC(=O)c1cn(C)c2ccc(S(=O)(=O)N(C)C3CCCCC3)cc2c1=O	?	8%	0%	3%	-6	2%	0%	-6%	0
O=C1N[C@@H](c2ccccc2)COC(=O)[C@H](Cc2ccc(F)cc2)CC/C=C/C[C@@H]1CC(=O)N(CCO)Cc1ccccc1	?	-19%	3%	?	-15	2%	?	21%	-20
N#C/C(=C(/O)CSc1ccccc1C(=O)O)c1nc2ccccc2s1	-1%	-14%[57.5 µM]	1%	-12%	-2	-6%	-3%	0%	0
(next part)
SMILES	KB-V1 MDR tox	PTHR1 agonist	aSyn yeast inh	HEK293 tox	DRD3 agonist	GLP-1R agonist	GLP-1R inv ag	TDP-43 yeast inh	D3 antag
Nc1ccn([C@@H]2O[C@H](CNCc3cnc(N4CCOCC4)nc3)[C@@H](O)[C@H]2O)c(=O)n1	-9%	-26%	-5%	-27%	9	0%	0%	8%	8
Cc1ccc(C)c(C(C)NC(=O)c2ccncc2)c1 (stereo unspecified)	-2%	i	-4%	-6%	1	-2%	13%	?	-3
Fc1ccccc1-c1[nH]ncc1-c1nnnn1-c1ccccc1	5%	-2%	-6%	-4%	1	-1%	-12%	-3%	47
O=c1cccc(-c2ccc3ccccc3c2)o1	-2%	-41%	-1%	-3%	-16	.	15%	?	-24
CCOC(=O)CNS(=O)(=O)CCN1C(=O)c2ccccc2C1=O	13%	i	4%	2%	7	-5%	29%	-2%	7
O=C(CNS(=O)(=O)c1ccccc1F)Nc1ccc(N2CCOCC2)cc1	-29%	i	1%	1%	-8	-6%	8%	-2%	?
CCC(=O)C1=C(c2ccccc2)N(C(=O)CC)n2c(nnc2-c2ccccc2)S1	.	-5%	.	10%	-4	.	5%	19%	.
COc1cccc(CN2CC(C(=O)NCc3cccc(Cl)c3)CCC2=O)c1 (stereo unspecified)	-7%	i	4%	-2%	-2	4%	1%	8%	-15
COCCNC(=O)C(C)Oc1ccccc1 (stereo unspecified)	9%	i	-4%	-3%	-1	-3%	3%	-9%	0
COc1cc2c(-c3ccc4cc[nH]c4c3)c(-c3ccc(C#N)cc3)oc(=O)c2cc1OC	16%	-4%	-2%	18%	-2	16%	8%	?	-4
CC(C)c1ccc(NC(=O)COC(=O)/C=C/c2cccc(Br)c2)cc1	-12%	i	-2%	10%	-4	5%	-6%	1%	16
COc1ccc(C(=O)C2CCN(C(=S)Nc3ccc(F)cc3)CC2)cc1	?	i	0%	0%	-12	12%	?	26%	-6
CCC(Sc1ccccc1C(=O)O)C(=O)O (stereo unspecified)	17%	-25%[57.5 µM]	1%	0%	0	-13%	4%	7%	14
CCCCN(C(=O)c1cccc(-n2cccc2)c1)c1c(N)n(CCCC)c(=O)[nH]c1=O	?	-3%	0%	7%	1	9%	14%	-12%	8
OCCC1CN(Cc2cccn2-c2nccs2)CCN1CCc1ccccc1 (stereo unspecified)	?	-34%[inhibitor]	-4%	4%	-24	1%	?	-4%[9.22 µM]	?
CC12CC(c3ccccc3O1)N(C(=O)c1ccco1)C(=O)N2c1ccccc1 (stereo unspecified)	-33%	-13%	-5%	7%	-4	-23%	?	4%	-15
O=C(Nc1ccncc1)c1cc2ccccc2cc1O	?	-40%[inhibitor]	-11%	-1%	5	-20%	-11%	6%	29
Cc1cc(C2N=C(N)Nc3nc4ccccc4n32)c(C)n1-c1ccccc1Cl (stereo unspecified)	6%	i	-1%	4%	-11	1%	44%[activator]	-17%	11
CCC1(C)N=C(c2ccc3c(c2)OCO3)CC(c2ccccc2O)N1 (stereo unspecified)	-11%	-17%[57.5 µM]	1%	-2%	1	-8%	-15%	12%	17
O=C(NCc1cccs1)c1ccccc1C(=O)NCc1cccs1	11%	0%	-4%	1%	2	22%	0%	7%	20
CCn1c(SCC(=O)Nc2ccccc2Br)nnc1-c1cnccn1	-11%	-5%	2%	1%	-1	6%	5%	15%	-4
N#Cc1c(NC(=O)c2ccccc2Cl)n(Cc2ccccc2)c2nc3ccccc3nc12	?	i	-9%	123%[activator]	-3	-3%	?	18%	?
O=C1NC[C@@H](CCCCN2C[C@H](Cc3ccccc3)N(Cc3ccccc3)C(=O)C2=O)N(CCc2ccccc2)C1=O	29%	0%	0%	0%	-7	-4%	9%	19%	0
COC(=O)c1ccccc1-n1c(CCC(=O)O)ccc1-c1ccc(F)cc1	13%	-24%	29%	-30%	-1	9%	?	1%	-1
CCOc1cc(S(=O)(=O)NCc2ccco2)c(OCC)cc1-n1cnnn1	-23%	13%[57.5 µM]	-6%	-19%	-4	9%	32%	-16%	-23

Record cards (already shown). Values in the order: KB-V1 MDR tox, PTHR1 agonist, aSyn yeast inh, HEK293 tox, DRD3 agonist, GLP-1R agonist, GLP-1R inv ag, TDP-43 yeast inh, D3 antag
`Fc1ccccc1-c1[nH]ncc1-c1nnnn1-c1ccccc1` across the screens: 5%, -2%, -6%, -4%, 1, -1%, -12%, -3%, 47
`Nc1ccn([C@@H]2O[C@H](CNCc3cnc(N4CCOCC4)nc3)[C@@H](O)[C@H]2O)c(=O)n1` across the screens: -9%, -26%, -5%, -27%, 9, 0%, 0%, 8%, 8

Next section
SMILES	KB-V1 MDR tox	PTHR1 agonist	aSyn yeast inh	HEK293 tox	DRD3 agonist	GLP-1R agonist	GLP-1R inv ag	TDP-43 yeast inh	D3 antag
CCOc1ccccc1-n1nnnc1SCC(=O)N(C)C1CCS(=O)(=O)C1 (stereo unspecified)	17%	-14%	-1%	2%	-1	-1%	8%	-11%	-19
COc1ccc(C(CNC(=O)COc2ccccc2)N2CCOCC2)cc1 (stereo unspecified)	-21%	i	-1%	3%	-25	-6%	19%	18%	-23
COc1ccc2cc(C)c3nnc(SCC(=O)Nc4cc(OC)c(OC)cc4C(=O)O)n3c2c1	20%	i	-2%	-4%	-4	6%	6%	-9%	-10
Nc1ccn(CC(=O)NCCCc2ccccc2)c(=O)n1	3%	12%	-3%	-22%	-8	-3%	4%	-15%	-20
COc1ccccc1NC(=O)CN(c1ccccc1OC)S(=O)(=O)c1ccccc1	0%	-6%	7%	-5%	4	4%	?	13%	8
Cc1ccc(S(=O)(=O)NCc2ccc(C(=O)NCCCN3CCC(Cc4ccccc4)CC3)cc2)cc1	-7%	i	1%	-7%	-17	1%	?	4%	3

Compound activity (PubChem BioAssay)

Only part of the results is shown; rates above refer to the full screens.
